# Bioassay records as filed in PubChem.
# 14-3-3 Bad PPI: inhibitors of 14-3-3 zeta/Bad binding, primary screen, biochemical, TR-FRET, bovine 14-3-3 zeta | 14-3-3 protein zeta/delta (Bos taurus), P63103 | TR-FRET 14-3-3zeta/Dy647-pBad peptide displacement, 1 h | inhibition, % at 21.7 µM | 220,000 tested, 0.71% active | AID 781, 2007;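 active = inhibition above about 70%, limit read from the data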;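 note: 0% = full 14-3-3 plus peptide FRET controls and 100% = background without 14-3-3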
# Target sequence (P63103 whole entry, looked up): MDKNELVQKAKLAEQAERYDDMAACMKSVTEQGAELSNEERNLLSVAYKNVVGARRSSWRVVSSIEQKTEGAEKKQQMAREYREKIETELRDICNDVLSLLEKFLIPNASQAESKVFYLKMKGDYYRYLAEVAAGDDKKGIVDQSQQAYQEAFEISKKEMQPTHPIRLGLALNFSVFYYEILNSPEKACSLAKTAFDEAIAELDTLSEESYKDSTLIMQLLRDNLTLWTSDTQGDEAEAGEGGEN
# EBV gp42 inh: Epstein-Barr virus gp42 inhibitors, primary screen, biochemical, uHTS, fluorescence polarization | 220,000 tested, 0.42% active | Fluorescence polarization binding assay, mP read-out | inhibition, % (tested at 21.74 µM) | Glycoprotein 42 (Epstein-Barr virus (strain AG876)), Q1HVG2; in the data active = inhibition above about 50%
# Target sequence (Q1HVG2 whole entry, looked up): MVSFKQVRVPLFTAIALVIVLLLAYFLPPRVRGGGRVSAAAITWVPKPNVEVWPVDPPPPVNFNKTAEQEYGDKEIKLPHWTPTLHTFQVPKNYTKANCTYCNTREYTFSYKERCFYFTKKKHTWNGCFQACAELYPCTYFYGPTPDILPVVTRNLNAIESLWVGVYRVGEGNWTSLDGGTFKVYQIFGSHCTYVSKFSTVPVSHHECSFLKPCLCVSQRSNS
# Runt-CBFb FRET: inhibitors of RUNX1 Runt–CBFb binding, primary screen, biochemical, FRET, Cerulean-Runt, Venus-CBFb, uHTS. Runt-related transcription factor 1 (Homo sapiens) + Core-binding factor subunit beta …. Cerulean-Runt/Venus-CBFb FRET ratio 530/480, 1 h. inhibition, % at 20 µM. 220,000 tested, 0.46% active. AID 1496, 2009;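 active = inhibition over about 50% at 20 µM in the single-dose screen, limit read from the data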;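 note: 0% = DMSO wells and 100% = excess unlabeled CBFb competitor control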
#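 Schedule: protein complex preformed 1 h, compound exposure 1 h, room temperature, dark; test system: Cerulean-labeled Runt domain protein; amount: 100 nM per protein; buffer or medium: Tris 50 mM pH 7.5, KCl, K2SO4, 0.01% BSA; read-out: loss of energy transfer signal; detection: FRET fluorescence; controls: 5 µM unlabeled CBFb as full-inhibition high control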
# zVAD death inh: inhibitors of zVAD-triggered necroptosis, primary screen, L929 cells; L929 zVAD necroptosis rescue, ATP luminescence, 24 h; with zVAD 60 µM; viability rescue, % at 10 µM; 220,000 tested, 0.38% active;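 active = activation, scaled between plate controls, above about 75%, limit read from the data; inactive = activation under that limit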;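 note: 0% = zVAD with DMSO and 100% = DMSO alone without zVAD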
# p47phox inh: p47phox/p22phox peptide binding inhibitors, primary screen, biochemical, uHTS, NADPH oxidase regulatory subunit | AID 1274, 2008 | Neutrophil cytosol factor 1 (Homo sapiens), P14598 | inhibition, % at 24.7 µM | fluorescence polarization, 2 h | 220,000 tested, 0.53% active;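 active = inhibition above about 30%, limit read from the data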;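 note: 0% = p47phox with labelled peptide and 100% = labelled peptide alone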
# MDM2 E3 inh: MDM2-luciferase reporter signal enhancers, primary screen, MDM2 E3 ligase inhibitor project, cell-based, luminescence, 1536-well; E3 ubiquitin-protein ligase Mdm2 (Homo sapiens), Q00987; cell-based MDM2 ubiquitination luciferase reporter, 2 h; 0 = plate control, 100 = twice control, blank-subtracted; signal enhancement, % at 5 µM; 210,000 tested, 0.11% active;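 active = signal enhancement of 30% or more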;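 note: luminescence tracks abundance of the self-degrading MDM2-luciferase fusion protein; higher signal means inhibition of MDM2 E3 ligase activity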
# Target sequence (Q00987 whole entry, looked up, the tested form may be a part): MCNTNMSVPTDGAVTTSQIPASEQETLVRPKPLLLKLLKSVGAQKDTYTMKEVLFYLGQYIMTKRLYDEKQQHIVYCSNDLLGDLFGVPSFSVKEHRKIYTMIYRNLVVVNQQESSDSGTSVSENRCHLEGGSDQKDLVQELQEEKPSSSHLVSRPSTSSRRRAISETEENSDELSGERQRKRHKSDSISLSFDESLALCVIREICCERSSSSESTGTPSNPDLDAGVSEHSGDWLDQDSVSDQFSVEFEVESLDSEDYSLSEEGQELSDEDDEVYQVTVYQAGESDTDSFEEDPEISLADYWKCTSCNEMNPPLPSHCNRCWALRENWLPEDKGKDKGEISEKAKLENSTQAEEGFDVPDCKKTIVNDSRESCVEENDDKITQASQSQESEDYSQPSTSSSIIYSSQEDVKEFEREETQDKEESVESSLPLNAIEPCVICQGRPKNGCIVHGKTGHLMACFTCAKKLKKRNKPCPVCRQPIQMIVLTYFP
#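 System: stable MDM2–luciferase fusion reporter cells / Input: 2000 cells seeded into each well / Schedule: 4 h settle plus 2 h compound, 37 °C / Compound: single-point 5 µM / Buffer or medium: cells held in DMEM / Benchmarks: control and blank well means / Evaluation: percent signal gain over controls, blank-subtracted / Measured by: luciferase luminescence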
# Tb hexokinase: Trypanosoma brucei hexokinase 1 inhibitors, primary screen, biochemical, G6PDH-coupled NADH absorbance, MLSCN library. 220,000 tested, 0.11% active. hexokinase 1 [Trypanosoma brucei]. inhibition, % at 10 µM. recombinant TbHK1, G6PDH-coupled NADH A340;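 active = inhibition of 50% or more in the single-dose primary screen; inactive = inhibition below 50%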
# Hck-Nef inh: inhibitors of Nef-activated human Hck kinase, primary screen, biochemical, Z-Lyte FRET, 384-well, Hck-YEEI. Tyrosine-protein kinase HCK (Homo sapiens), P08631. Recombinant Hck-YEEI plus Nef, Z-Lyte FRET kinase assay. inhibition, % at 20 µM. 220,000 tested, 0.68% active;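 active = Hck-Nef kinase inhibition above about 50%, limit read from the data; inactive = inhibition below that limit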;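 note: 0% = DMSO with Hck plus Nef and 100% = Hck alone without Nef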
# Runt-SMMHC FRET: inhibitors of RUNX1 Runt–CBFb-SMMHC binding, primary screen, biochemical, FRET, Cerulean-Runt, Venus-CBFb-SMMHC, uHTS; AID 1434, 2008; 220,000 tested, 0.74% active; Cerulean-Runt/Venus-CBFb-SMMHC FRET ratio 530/480, 1 h; inhibition, % at 20 µM;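 active = mean inhibition across duplicate retests at 20 µM reaching about 50%, limit read from the data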;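 note: 0% = DMSO wells and 100% = wells with excess untagged CBFb-SMMHC; inhibitors lower the FRET ratio by blocking Runt binding to CBFb-SMMHC; some results filed as inactive read as strong as hits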
# Numbers without * were called inactive; · = no result given; [ ] = remark or other dose. The list is partial (hit frequency here may not be typical).
SMILES,14-3-3 Bad PPI,EBV gp42 inh,Runt-CBFb FRET,zVAD death inh,p47phox inh,MDM2 E3 inh,Tb hexokinase,Hck-Nef inh,Runt-SMMHC FRET
C(CCc1nn[nH]n1)CCc1nn[nH]n1,3,1,-2,-0.4,-6,-1,-8,6,-3
COc1ccc(/C=C2/C(=O)NC(=S)N(C3CC3)C2=O)cc1CN1C(=O)c2ccccc2C1=O,22,-3,14,0.6,-20,-12,-5,3,10
Cc1oc(-c2ccccc2)nc1CN1C(=O)CN=C(c2ccccc2)c2ccccc21,-2,-2,-6,·,-4,·,0,-7,1
CCC(C)N1C(=O)NC(=O)C2(Cc3c(ccc4ccccc34)N(C)C2)C1=O (stereo not drawn),-8,-30,9,-0.1,0,-35,5,0,14
c1csc(CN2CCNCC2)c1,-9,-2,0,0.8,-14,-2,6,27,1
COc1cc(CN2CCN(c3cc(C)ccc3C)CC2)ccc1O,38,-7,2,-0.1,-9,6,4,0,-2
Cn1c(O)c(C=NC2CCCCC2)c(=O)[nH]c1=S,-11,14,-1,13,5,-4,-30,20,-1
CCOP(=O)(OCC)C(NC(=O)C(C)C)C(Cl)(Cl)Cl (stereo not drawn),3,-28,1,-0.2,-53,-7,1,1,1
CCOP1(=S)Oc2cc3c(cc2C(C(=O)OC)(C(F)(F)F)O1)OCO3 (stereo not drawn),42,-12,0,-0.5,2,-17,-1,11,-2
O=C1NC(=O)N(CCc2ccc(F)cc2)C(=O)/C1=C\C=C\c1ccccc1,-20,-15,5,11,-7,50*,-13,27,4
CC(=O)NC1C(OC(=O)Cc2ccccc2)OC(COC(C)=O)C(OC(C)=O)C1OC(C)=O (stereo not drawn),8,-8,0,0.0,-4,1,-3,0,0
Cc1cc(/C=C2\C(=O)NC(=O)N(Cc3ccccc3Cl)C2=O)c(C)n1-c1ccc(C(=O)O)cc1,8,-5,10,-0.4,-39,0,-3,23,6
C/C(=N\N1CCCCCC1)c1c(O)n(C)c(=O)n(C)c1=O,-6,-14,-1,-0.8,-3,·,-18,25,0
Cc1ccc(-c2cc(-c3ccc(C)cc3)[n+](C)o2)cc1,11,-17,-2,-0.2,-1,-40,-4,7,0
Cc1ccc(N2C(=O)NC(=O)/C(=C\c3ccoc3)C2=O)cc1,-2,-27,-96,0.4,-20,-8,-3,5,-168
NC1=C([N+](=O)[O-])C(c2ccc3c(c2)OCO3)c2c(c3ccccc3oc2=O)O1 (stereo not drawn),7,-6,1,0.2,-7,·,4,20,-2
O=C1NC(=O)C(C(CC(=O)c2ccccc2)c2ccccc2)C(=O)N1 (stereo not drawn),5,-23,2,-0.1,7,-21,13,18,1
CNC(C)Cc1ccccc1Sc1ccc(O)cc1 (stereo not drawn),-1,-3,-3,0.5,-9,-12,4,0,-1
Cc1cccc(NC(=O)N2CCCC2)c1,-2,0,-1,3.7,0,-14,-2,2,-2
CCOC(=O)C1CCCN(c2ccc([N+](=O)[O-])c3nonc23)C1 (stereo not drawn),-2,127*,-62,-0.9,-243,13,-15,-13,-177
CN1CCN(c2nc(Cl)ncc2F)CC1,-3,2,0,0.8,3,-8,-3,-5,21
CN1C2CCC1CC(OC(=O)CCN1CCCC1)C2 (stereo not drawn),3,-6,-2,2.8,-3,-1,-3,-1,2
CNS(=O)(=O)c1ccc(N=Cc2c(O)n(-c3ccc(C)cc3)c(=O)[nH]c2=O)cc1,0,-13,-1,-0.9,-15,·,-17,17,-1
CNC(=O)Oc1ccc2ncccc2c1,7,13,-1,·,-3,-7,-4,-5,3
C/C(=N\NC(=O)c1ccccc1)c1c(O)n(Cc2ccccc2)c(=O)[nH]c1=O,3,-12,3,0.8,-2,-11,-17,-8,1

# Shown with values under each structure: part of the list above.
# The line under a structure holds: 14-3-3 Bad PPI	EBV gp42 inh	Runt-CBFb FRET	zVAD death inh	p47phox inh	MDM2 E3 inh	Tb hexokinase	Hck-Nef inh	Runt-SMMHC FRET
> CN1CCN(c2nc(Cl)ncc2F)CC1
→ -3	2	0	0.8	3	-8	-3	-5	21
> CN1C2CCC1CC(OC(=O)CCN1CCCC1)C2 (stereo not drawn)
→ 3	-6	-2	2.8	-3	-1	-3	-1	2
> CNS(=O)(=O)c1ccc(N=Cc2c(O)n(-c3ccc(C)cc3)c(=O)[nH]c2=O)cc1
→ 0	-13	-1	-0.9	-15	·	-17	17	-1

# Additional entries:
SMILES,14-3-3 Bad PPI,EBV gp42 inh,Runt-CBFb FRET,zVAD death inh,p47phox inh,MDM2 E3 inh,Tb hexokinase,Hck-Nef inh,Runt-SMMHC FRET
CCC(=Nc1cccc(C(F)(F)F)c1)c1c(O)n(C)c(=O)n(C)c1=O,2,-1,0,0.7,3,-9,-7,17,-38
O=[N+]([O-])c1ccc(NCc2ccccc2)c2nonc12,-4,-62,-329,-0.2,-5,-9,-7,-1,-263
N#CC(C#N)=Cc1ccc(N2CCCC2)cc1,3,-29,-11,-0.1,-213,-10,1,-3,14
CCCCOC(=O)C1=C(N)OC2=C(C(=O)CC(C)(C)C2)[C@]12C(=O)N(C)c1ccccc12,-5,39,-1,1.4,-4,5,-1,-4,1
CN(C)C(=O)Oc1cc(=O)n2c3c(cccc13)CCC2,10,9,0,-1.1,-11,2,12,1,3
Cc1ccc(OCC(=O)N2CCN(Cc3ccc([N+](=O)[O-])cc3)CC2)cc1,16,-3,0,0.4,6,·,-10,11,1
COc1ccc(N=Cc2c(O)n(Cc3cccs3)c(=O)[nH]c2=O)cc1,2,-7,-11,14,-9,-6,-1,22,8
CC[N+](CC)(CC)CC,-1,6,2,0.8,11,-5,-7,24,-6
Cc1ccc(-n2nc(C)cc2NC(=O)COc2cc(C)cc3oc(=O)c4c(c23)CCC4)cc1,4,6,-5,-0.1,-8,-16,-3,0,-2
Cn1c(O)c(C=NC2C(=O)C3(C)CCC2C3(C)C)c(=O)n(C)c1=O (stereo not drawn),1,1,1,0.8,1,-23,-5,-1,0
C[N+]1(C)C2CCC1CC(OC(=O)c1ccco1)C2 (stereo not drawn),3,-52,-10,0.0,-7,-4,-3,15,1
Cc1ccc(S(=O)(=O)N2CC2(C)CCl)cc1 (stereo not drawn),2,-16,0,0.6,-6,-14,-2,13,-2
CN(C)C(=O)Oc1ccc(OC(=O)c2ccccc2)cc1,6[fluorescence artefact?],-9,1,-0.1,-16,-28,-3,9,2
CCCCn1c(O)c(C(CC)=Nc2cccc(C(=O)O)c2)c(=O)[nH]c1=O,50,-2,0,-0.6,0,-8,0,0,-5
Cc1nc(SCc2c(Cl)cccc2Cl)nc(OC(=O)N(C)C)c1C,3,-4,0,-0.4,14,-9,-5,-3,-3
O=C(COC(=O)Cc1ccccc1)Nc1ccc(Cl)cn1,-8,-3,1,6.8,-10,5,-4,-137,2
Cn1c(O)c(/C=C/C=Nc2ccccc2)c(=O)n(C)c1=O,3[fluorescence artefact?],-210,35,1.0,-3,-8,-12,2,69*
Cc1ccc2c(c1)C1CN(C)CCC1N2C(=O)/C=C/c1ccc2c(c1)OCO2 (stereo not drawn),-12,-8,0,4.6,-9,-2,-51,-1,1
CC(C)CN1CCN(Cc2ccc(C(F)(F)F)cc2)CC1CCO (stereo not drawn),-7,-12,-1,-1.6,5,-15,6,15,-2
CC1(C)CC(=O)C(C2(O)C(=O)NC(=O)NC2=O)=C(O)C1,14[fluorescence artefact?],-10,-3,-1.1,-10,2,-1,1,5
CN1C(=O)N(C)C(=O)C2(Cc3c(nc4ccccn4c3=O)N3CCc4ccccc4C32)C1=O (stereo not drawn),-3,-11,-2,-0.5,-18,-4,-1,0,1
C[N+]1(C)CCN(c2ccccc2)CC1,2,-27,-2,2.3,-13,·,-4,0,8
c1cc2c(cc1CCNC1CCCCCC1)OCO2,51[fluorescence artefact?],-11,-1,-0.1,-14,1,2,-8,-4
COc1ccc(CNC(=O)C(NC(C)=O)C(C)C)cc1OC (stereo not drawn),2,-1,1,-0.3,-4,-13,3,17,1
CC(=NCc1ccco1)c1c(O)n(-c2ccc(C)cc2)c(=O)[nH]c1=O,-20,-4,-2,1.0,-1,-1,-8,16,4
CSc1nnc(C2CCNCC2)n1C,87*,-10,-1,-0.1,-5,-4,4,-2,2
C=CCn1c(O)c(C(CC)=NCC2CCCO2)c(=O)[nH]c1=O (stereo not drawn),0,-13,-1,0.1,-3,-4,-8,19,-4
CCc1cc(=O)[nH]c(SCCCF)n1,-5,-15,0,0.0,-4,-15,2,19,-3
CN(C)CC1CSCCC1(O)c1ccccc1 (stereo not drawn),22,-20,-2,-0.1,-7,·,2,0,15
COc1ccc(N=C2SCCCN2C)cc1,17[fluorescence artefact?],-46,-3,0.6,3,1,3,7,7
CCN(CC)CCCN=Cc1c(O)n(Cc2ccc(F)cc2)c(=O)[nH]c1=O,-8,-7,1,0.5,-10,-9,31,4,3
COc1cc2c3cc1Oc1cc(ccc1O)C[C@@H]1c4c(cc(OC)c(O)c4Oc4ccc(cc4)C[C@H]3N(C)CC2)CCN1C,-9,-9,2,0.1,12,·,1,-3,4
CCOC(=O)C1CCN(C=C2C(=O)N(C)C(=S)N(C)C2=O)CC1,-12[fluorescence artefact?],-6,-5,0.7,-19,-1,24,-2,-3
COC(=O)C1C2c3ccccc3OC1(C)N=c1s/c(=C/c3cnn(C)c3)c(=O)n12 (stereo not drawn),-4,-3,1,0.1,-15,-3,-40,0,2
COc1ccccc1CC1/C(=N/O)C2CCN1CC2 (stereo not drawn),23,-9,1,-0.3,-1,-11,8,-1,-3
COC(=O)c1cn(C(=O)c2cccc3ccccc23)c2ccccc12,0,-67,2,0.0,-28,-4,-5,18,-5
Cc1ccc2nc3c(cc2c1)CC1(C(=O)N(C)C(=O)N(C)C1=O)C1CCCCN31 (stereo not drawn),6,-20,5,-0.5,-3,-15,0,-1,-3
Cc1cccc(NP(=O)(Oc2ccccc2F)Oc2ccccc2F)c1C,18,-2,-4,0.0,-12,-6,37,0,0
O=C(c1ccc(CNS(=O)(=O)c2ccc(Br)cc2)cc1)N1CCC2(CC1)OCCO2,4,12,-3,·,-15,0,3,-1,1
